Bioassay records (PubChem BioAssay)
TcdB GH inh: TcdB glycohydrolase inhibition; P18177; TcdB glycohydrolase enzymatic assay, plate reader; inhibition, % at 9.99 µM; actives 0.24% (n = 350,000); AID 652162; in the data active means inhibition above about 10%
SSB-PriA inh: inhibitors of Klebsiella pneumoniae PriA binding to SSB C-terminal tail; inhibition, % at 33 µM; AlphaScreen SSBct-PriA binding, biotinylated peptide; actives 0.6% (n = 430,000); in the data active means inhibition mostly above about 37%, no sharp cut-off; inactive means mostly below about 20%;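 further: plate controls were negative control peptide for no effect and reference peptide for full effect; strong numbers were not always called active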
BH1578 lux ind: induces V. cholerae light production without autoinducers; V. cholerae BH1578 lux reporter, luminescence, 6 h; activation, % at 18.7 µM; actives 0.16% (n = 350,000); AID 588436; in the data active means activation mostly above about 9.7%, no sharp cut-off; further: not every result past the cut was called active; inactives centre near 0; reference of the scale not given here
PfHsp40 yeast: restores yeast growth despite PfHsp40 toxicity; S. cerevisiae expressing PfHsp40, growth rescue, ATP luminescence; growth rescue, % at 12.5 µM; actives 0.68% (n = 340,000); AID 504582; in the data active means growth rescue above about 28%, passing the limit was not always enough;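 further: yeast W303a lacking pdr1 and pdr3 grown in galactose medium; growth measured after three days at 30 °C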
Anthrax LF prot: blocks Bacillus anthracis lethal factor protease; actives 0.12% (n = 360,000); inhibition, % at 10 µM; P15917; AID 588501; multiplex microsphere protease cleavage assay, LF; further: plate controls were buffer without enzyme for full effect and enzyme alone for no effect
Target sequence (P15917 whole entry, looked up): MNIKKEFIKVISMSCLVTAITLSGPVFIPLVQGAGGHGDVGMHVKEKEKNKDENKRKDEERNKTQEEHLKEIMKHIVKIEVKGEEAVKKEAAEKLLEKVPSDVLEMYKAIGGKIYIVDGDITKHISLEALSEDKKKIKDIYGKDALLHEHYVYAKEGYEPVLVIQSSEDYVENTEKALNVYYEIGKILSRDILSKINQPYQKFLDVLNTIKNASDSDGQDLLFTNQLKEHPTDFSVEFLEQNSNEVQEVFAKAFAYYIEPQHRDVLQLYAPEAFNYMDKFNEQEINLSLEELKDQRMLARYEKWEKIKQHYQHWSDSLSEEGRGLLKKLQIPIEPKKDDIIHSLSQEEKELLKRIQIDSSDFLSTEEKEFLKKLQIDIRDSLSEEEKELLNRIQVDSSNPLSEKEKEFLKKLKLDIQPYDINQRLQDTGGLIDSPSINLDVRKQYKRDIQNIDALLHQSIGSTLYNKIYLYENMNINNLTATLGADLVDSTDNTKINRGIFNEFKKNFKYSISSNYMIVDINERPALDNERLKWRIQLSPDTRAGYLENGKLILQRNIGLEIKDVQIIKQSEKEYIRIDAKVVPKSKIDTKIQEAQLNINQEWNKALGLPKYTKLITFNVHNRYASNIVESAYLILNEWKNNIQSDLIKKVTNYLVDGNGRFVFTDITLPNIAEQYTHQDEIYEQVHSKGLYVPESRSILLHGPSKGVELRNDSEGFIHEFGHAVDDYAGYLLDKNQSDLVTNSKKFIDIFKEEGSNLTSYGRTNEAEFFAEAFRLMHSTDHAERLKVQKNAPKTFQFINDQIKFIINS
Y pestis TopoI: inhibitors of Yersinia pestis topoisomerase I; activity, % at 10 µM; AID 504884; Y. pestis Topo-I cleavage product accumulation, plate reader; actives 0.064% (n = 360,000); in the data active means activity above about 50%, passing the limit was not always enough; further: inactives centre near 2
BoNT A protease: BoNT A light chain protease inhibition; multiplex microsphere protease substrate cleavage, flow cytometry; inhibition, % at 10 µM; actives 0.17% (n = 360,000); AID 588499; further: plate controls were buffer without enzyme for full effect and enzyme alone for no effect
SARS 3CLpro inh: SARS-CoV 3CLpro protease inhibition; actives 0.14% (n = 290,000); inhibition, % at 6 µM; AID 1706; recombinant SARS-CoV 3CLpro, quenched FRET peptide cleavage; in the data active means inhibition above about 12%
PrPC TRFRET: reduces human prion protein on the cell surface | P04156 | cell surface PrPC, TR-FRET read-out | inhibition, % at 13.8 µM | actives 0.43% (n = 370,000); in the data active means inhibition above about 24%; further: 0% = median of the test wells and 100% = reference compound wells
The depositor's hits bear a star; & = joins results of further samples. Unless noted, no stated cut-off is given here; in the data, active means inhibition above about 30%; inconclusive means no clear call, values can overlap the other calls; inactive means below that. Not all compounds are listed, so the mix of outcomes need not match the whole.

`O=C(c1cccc(F)c1)N1CCN(Cc2ccc3c(c2)OCO3)CC1` gave TcdB GH inh -0.1, SSB-PriA inh -14, BH1578 lux ind 0.0, PfHsp40 yeast -0.9, Anthrax LF prot 4, Y pestis TopoI 0, BoNT A protease 1.4, SARS 3CLpro inh -1 and PrPC TRFRET 8.
Cc1ccc(S(=O)(=O)NC(=O)C2(C)CCN2C(=O)Cc2ccc(-c3ccccc3)cc2)cc1 (stereo not given) was read as TcdB GH inh -2.2, BH1578 lux ind inactive, Anthrax LF prot 3, Y pestis TopoI -1, BoNT A protease -0.5 and PrPC TRFRET 10.
CC(O)CSc1nc2c(c(=O)n(C)c(=O)n2C)n1CCCc1ccccc1 (stereo not given) was read as TcdB GH inh 7.5, SSB-PriA inh -1, BH1578 lux ind -0.8, PfHsp40 yeast -0.5, Anthrax LF prot -1, Y pestis TopoI 4, BoNT A protease 0.4 and PrPC TRFRET 5.
Screening CC(=O)/C(C#N)=C1\NC(=O)C(Cc2ccccc2Cl)S1 (stereo not given) returned SSB-PriA inh 7, BH1578 lux ind inactive, PfHsp40 yeast 39*, Anthrax LF prot -1, Y pestis TopoI -6, BoNT A protease 1.2, SARS 3CLpro inh -5 and PrPC TRFRET 8.
`C=CCNc1cc(C)oc(=O)c1C(=O)CCC` gave TcdB GH inh 0.2, SSB-PriA inh 3, BH1578 lux ind -10, PfHsp40 yeast 0.2, Anthrax LF prot -1, Y pestis TopoI -1, BoNT A protease -1.1, SARS 3CLpro inh -1 and PrPC TRFRET -11.
`CCC1CCCCN1CCCNC(=O)c1ccc2c(c1)c(C)c(C)n2CC` (stereo not given) gave TcdB GH inh 0.7, SSB-PriA inh 8, BH1578 lux ind -0.3, PfHsp40 yeast -1.1, Anthrax LF prot -4, Y pestis TopoI 7, BoNT A protease 0.6, SARS 3CLpro inh 2 and PrPC TRFRET -7.
`Cc1ccc2nc(/C(C#N)=C\c3cc(O)ccc3[N+](=O)[O-])[nH]c2c1` gave TcdB GH inh -2.4, SSB-PriA inh -22, BH1578 lux ind -0.4, PfHsp40 yeast -1.8, Anthrax LF prot -3, Y pestis TopoI 2, BoNT A protease -0.3, SARS 3CLpro inh -1 and PrPC TRFRET 0.
`Cc1csc(NC(=O)C2CCCN(S(=O)(=O)c3cccnc3)C2)n1` (stereo not given) gave TcdB GH inh 0.1, SSB-PriA inh -8, BH1578 lux ind -0.2, PfHsp40 yeast -1.0, Anthrax LF prot -7, Y pestis TopoI 9, BoNT A protease -0.9, SARS 3CLpro inh -4 and PrPC TRFRET 0.
COc1ccc(OCC(O)CNC(=O)Nc2ccccc2)cc1 (stereo not given) was read as TcdB GH inh -0.5, SSB-PriA inh 1, BH1578 lux ind inactive, PfHsp40 yeast -0.3, Y pestis TopoI -3, SARS 3CLpro inh -6 and PrPC TRFRET 2.
`CS(=O)(=O)N1CCc2cc(C(=O)Nc3ccc(Br)cc3)ccc21` gave TcdB GH inh -4.6, SSB-PriA inh 3, BH1578 lux ind inactive, PfHsp40 yeast -1.9, Anthrax LF prot 12, Y pestis TopoI 4, BoNT A protease 0.7, SARS 3CLpro inh 0 and PrPC TRFRET 4.
For C=CCc1cc(C)ccc1OCCOCCn1ccnc1 the results were TcdB GH inh -0.2, SSB-PriA inh 2, BH1578 lux ind -0.2, PfHsp40 yeast -1.9, Anthrax LF prot 1, Y pestis TopoI 8, BoNT A protease 1.0, SARS 3CLpro inh 2 and PrPC TRFRET 6.
Cc1ccc2nc(NC(=O)C3CCCN(S(=O)(=O)c4cccc5nsnc45)C3)sc2c1 (stereo not given) was read as SSB-PriA inh 18, BH1578 lux ind -6.0, PfHsp40 yeast 4.9, Anthrax LF prot -2, Y pestis TopoI 1, BoNT A protease 0.4, SARS 3CLpro inh -4 and PrPC TRFRET -11.
For Cc1cccc(OCC(=O)Nc2nc(-c3ccncc3)cs2)c1 the results were TcdB GH inh 0.7, SSB-PriA inh -1&-6, BH1578 lux ind -2.7, PfHsp40 yeast -0.5, Anthrax LF prot -3, Y pestis TopoI -4, BoNT A protease 0.0 and PrPC TRFRET 7.
`CCCC(=O)Nc1ccc(-c2nc3cc(C)c(C)cc3o2)cc1` gave SSB-PriA inh 5, BH1578 lux ind -2.8, PfHsp40 yeast 0.7, Anthrax LF prot 1, Y pestis TopoI -5, BoNT A protease 0.1, SARS 3CLpro inh -1 and PrPC TRFRET 11.
O=C(Nc1ccccc1C(F)(F)F)c1cccnc1 was read as SSB-PriA inh -21, BH1578 lux ind -0.6, PfHsp40 yeast 4.2, Anthrax LF prot -4, Y pestis TopoI 0, BoNT A protease -0.8, SARS 3CLpro inh 0 and PrPC TRFRET 5.
`CCSc1nnc(NC(=O)c2cccc(S(=O)(=O)N(C)c3ccc(C)cc3)c2)s1` gave SSB-PriA inh -23, BH1578 lux ind inactive, PfHsp40 yeast 1.2, Anthrax LF prot -1, Y pestis TopoI 22, BoNT A protease -0.8, SARS 3CLpro inh 3 and PrPC TRFRET 6.
`O=C(CC[C@H]1O[C@@H](n2ccc(=O)[nH]c2=O)[C@H](O)[C@@H]1O)NCC(c1ccccc1)c1ccccc1` gave TcdB GH inh 2.7, Anthrax LF prot -4, BoNT A protease -0.5 and PrPC TRFRET 8.
`CCC1(c2ccc(F)cc2)NC(=O)N(CC(=O)NC2CC2)C1=O` (stereo not given) gave TcdB GH inh 1.9, SSB-PriA inh 5, BH1578 lux ind inactive, PfHsp40 yeast -1.3, Anthrax LF prot 0, Y pestis TopoI -10, BoNT A protease -0.4 and PrPC TRFRET -1.
Clc1ccc(-n2nnc(-c3cccnc3Cl)n2)cn1 was read as TcdB GH inh -3.0, SSB-PriA inh 18, BH1578 lux ind -0.5, PfHsp40 yeast 0.5, Anthrax LF prot 8, Y pestis TopoI 0, BoNT A protease -0.1, SARS 3CLpro inh -1 and PrPC TRFRET 4.
Screening Cc1ccc(-n2nc3c(c2NC(=O)c2ccco2)CS(=O)C3)cc1 (stereo not given) returned TcdB GH inh 0.4, SSB-PriA inh -6, BH1578 lux ind 0.7, PfHsp40 yeast -0.3, Anthrax LF prot 8, Y pestis TopoI -3, BoNT A protease -0.4, SARS 3CLpro inh 3 and PrPC TRFRET 1.

Compounds from the list above containing two or more sulfur atoms (3):
`Cc1csc(NC(=O)C2CCCN(S(=O)(=O)c3cccnc3)C2)n1` (stereo not given) gave TcdB GH inh 0.1, SSB-PriA inh -8, BH1578 lux ind -0.2, PfHsp40 yeast -1.0, Anthrax LF prot -7, Y pestis TopoI 9, BoNT A protease -0.9, SARS 3CLpro inh -4 and PrPC TRFRET 0.
Cc1ccc2nc(NC(=O)C3CCCN(S(=O)(=O)c4cccc5nsnc45)C3)sc2c1 (stereo not given) was read as SSB-PriA inh 18, BH1578 lux ind -6.0, PfHsp40 yeast 4.9, Anthrax LF prot -2, Y pestis TopoI 1, BoNT A protease 0.4, SARS 3CLpro inh -4 and PrPC TRFRET -11.
`CCSc1nnc(NC(=O)c2cccc(S(=O)(=O)N(C)c3ccc(C)cc3)c2)s1` gave SSB-PriA inh -23, BH1578 lux ind inactive, PfHsp40 yeast 1.2, Anthrax LF prot -1, Y pestis TopoI 22, BoNT A protease -0.8, SARS 3CLpro inh 3 and PrPC TRFRET 6.

Next part:
For CCN(CC)CC(=O)Nc1ccc(C)cc1C(=O)c1ccccc1 the results were TcdB GH inh -0.4, SSB-PriA inh 4, BH1578 lux ind -1.0, PfHsp40 yeast -0.9, Y pestis TopoI 8, SARS 3CLpro inh -2 and PrPC TRFRET 0.
O=C(O)CC(c1cccc2ccccc12)n1cccc1 (stereo not given) was read as SSB-PriA inh -2, BH1578 lux ind inactive, PfHsp40 yeast -0.2, Anthrax LF prot -2, Y pestis TopoI -1, BoNT A protease 2.6, SARS 3CLpro inh -1 and PrPC TRFRET -8.
For CCN1C(=O)CC(C(C)C)N(C2CCCC2)c2nc(Nc3ccc(C(=O)NC4CCN(C)CC4)cc3OC)ncc21 (stereo not given) the results were SSB-PriA inh 7, BH1578 lux ind inactive, PfHsp40 yeast -0.6, Anthrax LF prot -5, Y pestis TopoI -13 and BoNT A protease -0.7.
`O=C1/C(=C/c2ccc3c(c2)OCO3)CCC/C1=C\c1ccc2c(c1)OCO2` gave TcdB GH inh 1.2, SSB-PriA inh 4, BH1578 lux ind -0.1, PfHsp40 yeast 0.0, Anthrax LF prot 0, Y pestis TopoI 1, BoNT A protease 3.6, SARS 3CLpro inh 3 and PrPC TRFRET 6.
O=C(Nc1cc(S(=O)(=O)N2CCOCC2)ccc1N1CCOCC1)c1cccc(Cl)c1 was read as TcdB GH inh 0.4, BH1578 lux ind -0.2, Anthrax LF prot -4, Y pestis TopoI 26, BoNT A protease 0.0 and PrPC TRFRET 11.
CCSC1=NCCN1C(=O)c1ccc(S(=O)(=O)N(CC)CC)cc1 was read as TcdB GH inh -0.8, SSB-PriA inh -5, BH1578 lux ind inactive, PfHsp40 yeast 1.4, Anthrax LF prot 2, Y pestis TopoI 2, BoNT A protease 0.1, SARS 3CLpro inh 1 and PrPC TRFRET 2.
COc1ccc(NC(=O)CCNS(=O)(=O)c2ccc(Br)s2)cc1 was read as TcdB GH inh 2.8, SSB-PriA inh 3, BH1578 lux ind -0.5, PfHsp40 yeast -0.7, Anthrax LF prot -2, Y pestis TopoI -8, BoNT A protease 0.5, SARS 3CLpro inh -5 and PrPC TRFRET -1.
CCS(=O)(=O)c1nc(S(=O)(=O)c2ccc(C)cc2)c(NCCCn2ccnc2)s1 was read as TcdB GH inh 0.5, SSB-PriA inh 3, BH1578 lux ind inactive, PfHsp40 yeast 1.0, Anthrax LF prot 1, Y pestis TopoI 3, BoNT A protease -0.2, SARS 3CLpro inh -1 and PrPC TRFRET 4.
`CCCCNC(=S)N(C)/N=C/c1ccccc1C(=O)O` gave BH1578 lux ind -0.3, PfHsp40 yeast -1.3, Anthrax LF prot -6, Y pestis TopoI 0, BoNT A protease 0.3, SARS 3CLpro inh -4 and PrPC TRFRET -2.
CCOc1cc(/C=C/c2nc3cc(C)c(C)cc3s2)ccc1OCC(=O)N1CCOCC1 was read as TcdB GH inh 2.0, SSB-PriA inh 4, BH1578 lux ind -0.3, PfHsp40 yeast 1.3, Anthrax LF prot -1, Y pestis TopoI 24, BoNT A protease -0.4, SARS 3CLpro inh -2 and PrPC TRFRET 5.
`Cc1ccc(NC(=S)NC(=O)Cc2ccccc2)c(O)c1` gave TcdB GH inh 0.7, SSB-PriA inh -6, BH1578 lux ind -0.8, PfHsp40 yeast -2.0, Anthrax LF prot 13, Y pestis TopoI -1, BoNT A protease -2.9, SARS 3CLpro inh -4 and PrPC TRFRET 6.
For CCOc1cc(C)c(C(C)C)cc1S(=O)(=O)n1ccc(C)n1 the results were SSB-PriA inh -15, BH1578 lux ind -0.9, PfHsp40 yeast -1.9, Anthrax LF prot 1, Y pestis TopoI -2, BoNT A protease -0.8, SARS 3CLpro inh -3 and PrPC TRFRET 9.
For CCc1nc(SCC(=O)Nc2cc(OC)ccc2OC)c2c(C)c(C)sc2n1 the results were TcdB GH inh 0.0, SSB-PriA inh -22, BH1578 lux ind -0.3, PfHsp40 yeast 1.3, Anthrax LF prot -3, Y pestis TopoI 9, BoNT A protease -0.3, SARS 3CLpro inh 4 and PrPC TRFRET -4.
`COc1ccc(CC(=O)N2CCC(CCC(=O)Nc3ccccc3)CC2)cc1` gave TcdB GH inh 1.0, SSB-PriA inh -8, BH1578 lux ind -1.9, PfHsp40 yeast 0.2, Anthrax LF prot -1, Y pestis TopoI 9, BoNT A protease -0.1, SARS 3CLpro inh -1 and PrPC TRFRET -1.
Screening Cc1ccc(Cc2nnc(SCC(=O)Nc3ccccc3C)[nH]c2=O)cc1 returned TcdB GH inh 2.2, SSB-PriA inh 4, BH1578 lux ind -1.8, PfHsp40 yeast -1.7, Anthrax LF prot -3, Y pestis TopoI 4, BoNT A protease -1.4 and PrPC TRFRET 5.
`Cc1ccc(/C=C/C(=O)NC2=NCCS2)cc1` gave TcdB GH inh 0.1, SSB-PriA inh 4, BH1578 lux ind -0.4, PfHsp40 yeast 2.3, Anthrax LF prot -2, Y pestis TopoI 4, BoNT A protease -0.1, SARS 3CLpro inh -2 and PrPC TRFRET 0.
For CC(C)(C(=O)N1CCC1(C)C(=O)NS(=O)(=O)c1cccc(C#N)c1)c1ccccc1 (stereo not given) the results were TcdB GH inh -1.2, BH1578 lux ind inactive, Anthrax LF prot 2, Y pestis TopoI 9, BoNT A protease 0.3 and PrPC TRFRET 7.
